# High-throughput results (PubChem BioAssay)
# TCR CD3 inh = human TCR-CD3 binding inhibition; TAMRA-labeled TCR probe fluorescence, biochemical; inhibition, % at 9.4 µM; actives 0.37% (n = 360,000); AID 651800; in the data active means inhibition above about 19%;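 further: recombinant mutant TCR 2C K166C tagged with TAMRA read by polarization; 0% = receptor in buffer alone and 100% = receptor with positive control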
# LEDGF integ inh = blocks HIV-1 LEDGF/p75-dependent DNA integration; TR-FRET IN-LEDGF/p75 DNA integration, Eu/Cy5; inhibition, % at 3.7 µM; actives 0.64% (n = 370,000);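 active means inhibition above the screen-wide mean plus 3 SD, cut at about 13% in these data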;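 further: signal is the Cy5 over europium emission ratio at 671 and 618 nm; 0% = plate median of compound wells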
# PRMT1 inh = inhibitors of human PRMT1; Q99873; recombinant PRMT1, activity-based probe fluorescence polarization; inhibition, % at 2.79 µM; actives 1.3% (n = 370,000); AID 652257;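 active means inhibition above about 21% made by adding two undisclosed values, limit read from the data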
# DDE Tn7 FP inh = inhibitors of Tn7 peptide binding to human fibrin DD(E); FP displacement of FITC-Tn7 peptide from fibrin DD(E); 0% = median of compound wells per plate; AID 720508; actives 0.13% (n = 370,000); inhibition, % at 8.3 µM; P02675;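 active means inhibition above the mean of compounds falling within the control limits plus 3 SD of them, cut at about 14% in these data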;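 further: 0% = plate median of compound wells and 100% = 10 µM Aha-Tn7 peptide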
#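 assay system = human clot-derived fibrin DD(E) complex | quantity = Fibrin-DD(E) at 2 µM final | timing = 10 min preincubation, 3 h with tracer, room temperature | signal = fluorescence polarization | measure = percent inhibition | benchmarks = high control wells with 10 µM unlabelled Aha-Tn7 peptide (full inhibition) | replicates = singlicate testing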
# UHRF1 MBD2 ctr = human UHRF1 methylated DNA binding inhibitors | UHRF1 binding to methylated oligo, TR-FRET | AID 687016 | actives 0.75% (n = 370,000) | inhibition, % at 4.4 µM; in the data active means inhibition above about 21%;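 further: UHRF1 SRA domain binding a hemimethylated CpG hairpin DNA probe; 0% = median of test compound wells and 100% = reference inhibitor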
# Target sequence (Q96T88 whole entry, looked up, the tested form may be a part): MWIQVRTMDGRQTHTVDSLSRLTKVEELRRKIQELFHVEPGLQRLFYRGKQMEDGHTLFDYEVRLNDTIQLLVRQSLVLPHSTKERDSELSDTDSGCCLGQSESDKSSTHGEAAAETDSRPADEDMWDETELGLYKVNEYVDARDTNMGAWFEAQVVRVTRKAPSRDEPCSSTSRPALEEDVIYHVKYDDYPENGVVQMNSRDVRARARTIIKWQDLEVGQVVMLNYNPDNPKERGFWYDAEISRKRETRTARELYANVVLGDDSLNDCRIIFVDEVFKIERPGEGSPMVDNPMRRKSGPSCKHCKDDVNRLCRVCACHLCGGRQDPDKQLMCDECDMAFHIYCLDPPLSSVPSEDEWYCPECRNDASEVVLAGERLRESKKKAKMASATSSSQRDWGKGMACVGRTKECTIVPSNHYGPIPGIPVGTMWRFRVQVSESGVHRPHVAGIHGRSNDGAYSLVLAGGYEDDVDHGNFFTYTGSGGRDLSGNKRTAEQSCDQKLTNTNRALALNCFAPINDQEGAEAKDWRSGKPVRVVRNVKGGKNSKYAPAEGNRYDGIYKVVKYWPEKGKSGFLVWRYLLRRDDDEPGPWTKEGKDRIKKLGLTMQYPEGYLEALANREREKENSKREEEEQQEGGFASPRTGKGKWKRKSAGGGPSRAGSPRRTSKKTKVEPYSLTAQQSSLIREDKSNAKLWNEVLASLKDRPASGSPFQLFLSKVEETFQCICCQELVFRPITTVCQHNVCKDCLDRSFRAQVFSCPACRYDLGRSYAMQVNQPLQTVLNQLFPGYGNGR
# TDP2 inh = blocks human TDP2 phosphodiesterase activity; O95551; inhibition, % at 12.8 µM; recombinant TDP2, T5PNP hydrolysis, p-nitrophenol absorbance 415 nm; AID 720702; actives 0.34% (n = 370,000);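 active means inhibition above the mean of all tested compounds plus 3 SD, set per campaign, cut at about 25% in these data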;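 further: 0% = DMSO with enzyme and 100% = buffer with substrate but no TDP2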
#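 System – recombinant human TDP2 · Amount – 120 nM TDP2 per well · Buffer or medium – Mg2+-containing Tris-HCl buffer, pH 7.5 · Reagent – T5PNP substrate, 5 mM · Dosing – 12.8 µM single point, 1% DMSO · Incubation – 2 h at 37 °C · Measured by – epi absorbance · Read-out basis – percent inhibition · Benchmarks – high control without enzyme, low control DMSO plus TDP2 · Repeats – singlicate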
# KLK7 zymogen act = activators of human kallikrein-7 zymogen; P49862; purified proKLK7, EDANS-DABCYL substrate fluorescence; 100% is mature enzyme control, 0% vehicle; activation, % at 7 µM; actives 0.9% (n = 370,000); AID 652039;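 active means activation above the mean of all tested compounds plus 3 SD, computed per campaign excluding outliers beyond control limits, cut at about 13% in these data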
# Target sequence (P49862 whole entry, looked up): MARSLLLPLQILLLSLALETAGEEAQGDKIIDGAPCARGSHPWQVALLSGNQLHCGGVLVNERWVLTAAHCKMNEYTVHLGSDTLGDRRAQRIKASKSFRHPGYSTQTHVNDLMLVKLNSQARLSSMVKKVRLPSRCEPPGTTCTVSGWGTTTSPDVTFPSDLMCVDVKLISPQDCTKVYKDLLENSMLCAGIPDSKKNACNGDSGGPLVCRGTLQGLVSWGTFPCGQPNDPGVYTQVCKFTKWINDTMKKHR
# SIAE primary = blocks human sialic acid acetylesterase; Q9HAT2; SIAE FP-Rh probe binding, fluorescence polarization; inhibition, % at 9.66 µM; actives 0.69% (n = 370,000); AID 1053197;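 active means inhibition above a cutoff: mean of compounds within the control limits plus 3 SD of those, cut at about 17% in these data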;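 further: 0% = plate median of compound wells and 100% = probe without SIAE protein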
# DDE Tn6 FP inh = disrupts Tn6 cyclic peptide binding to fibrin D-Dimer-E complex. Fibrin DD(E) TRITC-Tn6 fluorescence polarization displacement. inhibition, % at 8.3 µM. actives 0.21% (n = 370,000). AID 720509;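 active means inhibition above a per-campaign cutoff: mean of compounds within control limits plus 3 SD, cut at about 15% in these data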;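 further: 0% = median of all compound wells on the plate and 100% = blocking peptide control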
# MBD2 DNA inh = inhibitors of human MBD2 binding to methylated oligonucleotide | inhibition, % at 4.4 µM | Q9UBB5 | TR-FRET | actives 0.31% (n = 370,000) | AID 686964; in the data active means inhibition above about 13%
# The depositor's hits bear a star; · = not tested or not shown.
TCR CD3 inh,LEDGF integ inh,SMILES,PRMT1 inh,DDE Tn7 FP inh,UHRF1 MBD2 ctr,TDP2 inh,KLK7 zymogen act,SIAE primary,DDE Tn6 FP inh,MBD2 DNA inh
-12,-1,CC(C)CCc1noc(CN(CC2CCC2)CC2CCCO2)n1 (stereo not given),3,-5,2,-9,0.3,8,6,2
-7,4,COc1cccc(NC(=O)Nc2ccc3c(c2)N(C)C(=O)CS3)c1,-2,-3,-3,7,1.1,6,-4,-8
-4,1,COC(=O)C1=C(N)OC2=C(C(=O)CC(C)(C)C2)C1c1cccnc1 (stereo not given),1,7,0,9,0.0,-3,-3,-2
3,-1,COC(=O)C(CCSC)NC(=O)CNS(=O)(=O)c1ccc(Br)cc1 (stereo not given),0,4,0,-6,0.6,-5,-1,4
0,0,CCn1c(SCC(=O)Nc2nc(C)c(C)s2)nnc1-c1cccs1,-4,0,0,-10,0.1,-3,3,1
8,4,CCOc1ccccc1C(C(=O)NC1CCCCC1)N(C(=O)c1csnn1)C1CC1 (stereo not given),-1,-5,-2,4,-0.8,2,1,2
5,7,CCCn1c(C(O)c2ccc(OCC)cc2)nc2ccccc21 (stereo not given),-2,3,0,1,0.6,-2,1,1
9,-1,Cc1c(C#N)c(=O)oc2ccc3ccccc3c12,0,5,-8,1,-184,0,4,0
22*,4,Oc1ccc(-c2csc(-c3cccnc3)n2)cc1O,7,-7,1,-16,-0.1,-4,-5,-5
-5,2,Cc1ccc(N(CC2CO2)S(=O)(=O)c2ccccc2[N+](=O)[O-])cc1 (stereo not given),-2,2,-2,9,0.6,3,-5,-4
2,4,COc1ccc(N(CCC(=O)O)S(=O)(=O)c2ccc(C)c(C)c2)cc1,-1,-4,-1,12,-0.2,-6,-2,-4
3,1,CNCC(O)Cn1c2c(c3ccccc31)CCCC2 (stereo not given),-3,-2,0,2,-0.5,8,-1,-1
2,-4,Cc1ccc(N=C(NO)c2nonc2N)c(C)c1,-2,-2,1,5,-0.4,0,9,-2
5,-4,Cc1nccn1CCCNC(=O)CC1C(=O)NCCN1Cc1ccc(Cl)c(F)c1 (stereo not given),1,5,0,13,0.3,2,-2,1
5,-2,CCCN1CNC(=S)N(c2cccc(C)c2)C1,1,2,2,-7,-0.2,1,4,3
-4,1,CC1CCC2(CC1)NC(=O)N(NC(=O)c1cccs1)C2=O (stereo not given),4,7,-2,3,0.5,7,2,-1
-9,0,O=S1(=O)[C@H]2C[C@@H]3C=C[C@@]2(CN1Cc1cccc(F)c1)O3,0,-5,-2,3,0.1,4,-1,-2
7,-2,CCOc1ccc(CN2CCNC(=O)C2CC(=O)O)cc1 (stereo not given),-2,7,-1,5,0.4,-2,8,-1
4,1,O=C(Cn1c(=O)c2cccn2c2ccccc21)NCCc1ccccc1,-2,5,-3,5,-1.4,3,-1,4
10,0,O=C(Cc1ccccc1)Nc1ccc(NC(=O)c2ccccc2)nc1,-4,4,1,-30,-0.4,-6,9,0
1,2,O=C(Oc1ccccc1C(=O)N1CCOCC1)c1ccccc1,-1,4,5,-9,0.3,-2,-3,-3
-3,-1,CCOC(=O)c1ccccc1NC(=O)CSc1nc2[nH]ncc2c(=O)[nH]1,-1,4,-2,10,-0.4,0,1,1
-1,11,CN(C)C(=O)[C@H]1C[C@H]1[C@@H](O)[C@H](CO)NC(=O)[C@H](Cc1ccccc1)NC(=O)OC(C)(C)C,3,-4,28*,14,-0.5,-1,4,12
-3,-1,CCN(CC)C(=S)Nc1ccc(Cl)c(Cl)c1,1,-1,-1,4,-0.4,1,3,4
4,2,S=C(NCCC(c1ccccc1)c1ccccc1)Nc1ccccc1Cl,-4,0,-4,3,0.2,-90,-3,3
2,-3,O=C(OCc1nc2ccc(Cl)cc2n1CCO)c1ccc2c(c1)OCO2,0,-5,1,-15,0.5,-9,2,0
0,-4,CCOc1ccc(C(CC(=O)O)NC(=O)C23CC4CC(CC(C4)C2)C3)cc1 (stereo not given),-1,12,2,-2,-0.3,-1,6,3
-9,2,CCCC1O[C@@H]2CC3C4CCC5=CC(=O)C=C[C@]5(C)C4C(OC(C)=O)C[C@]3(C)[C@]2(C(=O)COC(C)=O)O1 (stereo not given in full),2,4,9,5,0.4,6,2,3
2,-3,CCC(C)(C)C1CCC(=NNS(=O)(=O)c2ccc(C)c([N+](=O)[O-])c2)CC1 (stereo not given),0,1,-1,6,-0.3,-3,2,-4
-1,12,NC(COCc1ccccc1)c1csc(Nc2ccc(C(F)(F)F)cn2)n1 (stereo not given),-1,-3,-3,-16,0.3,-1,-2,2
3,3,Cc1noc(C)c1S(=O)(=O)N1CCC(C(=O)Nc2ccc(Br)cc2)CC1,-4,-1,2,12,-0.1,-4,-4,-1
-9,-1,CC[C@H](C)[C@@H](CO)NC(=O)[C@H]1O[C@@H](n2ccc(N)nc2=O)[C@H](O)[C@@H]1O,4,0,0,-5,-0.8,0,2,2

# An excerpt of these results, with values ahead of the structure.
TCR CD3 inh	LEDGF integ inh	PRMT1 inh	DDE Tn7 FP inh	UHRF1 MBD2 ctr	TDP2 inh	KLK7 zymogen act	SIAE primary	DDE Tn6 FP inh	MBD2 DNA inh	Structure
-9	2	2	4	9	5	0.4	6	2	3	CCCC1O[C@@H]2CC3C4CCC5=CC(=O)C=C[C@]5(C)C4C(OC(C)=O)C[C@]3(C)[C@]2(C(=O)COC(C)=O)O1 (stereo not given in full)
3	3	-4	-1	2	12	-0.1	-4	-4	-1	Cc1noc(C)c1S(=O)(=O)N1CCC(C(=O)Nc2ccc(Br)cc2)CC1
4	2	-4	0	-4	3	0.2	-90	-3	3	S=C(NCCC(c1ccccc1)c1ccccc1)Nc1ccccc1Cl
-1	12	-1	-3	-3	-16	0.3	-1	-2	2	NC(COCc1ccccc1)c1csc(Nc2ccc(C(F)(F)F)cn2)n1 (stereo not given)

# Further entries follow.
TCR CD3 inh,LEDGF integ inh,SMILES,PRMT1 inh,DDE Tn7 FP inh,UHRF1 MBD2 ctr,TDP2 inh,KLK7 zymogen act,SIAE primary,DDE Tn6 FP inh,MBD2 DNA inh
4,3,CCOC(=O)N/N=C(\c1ccccc1)C(O)c1ccccc1 (stereo not given),0,1,1,-5,0.0,-2,-2,2
-6,4,COc1ccc(S(=O)(=O)Oc2c(OC)cc(C(=S)N3CCOCC3)cc2OC)cc1,4,-2,-1,11,-0.4,6,4,-4
·,-2,Cc1cc(NC(=O)Nc2cccc(F)c2)n(-c2ccccc2)n1,4,3,5,-4,0.0,-1,-6,6
-3,2,CC(C)Oc1ccc(CCc2n[nH]c(=S)n2Cc2ccccc2)cc1,4,-7,2,-18,0.8,-1,0,5
-9,-4,CC(=O)NN1C(=O)c2ccccc2NC1c1ccccc1F (stereo not given),3,6,63*,0,29*,-3,-6,2
4,2,O=C(Nc1cccc(F)c1)C1CCN(C(=O)Cc2ccccc2)CC1,-1,-1,0,-1,0.3,7,7,-3
7,-2,CCN(CC)S(=O)(=O)c1ccc(C(=O)OCCN2C(=O)c3cccc4c(N5CCOCC5)ccc(c34)C2=O)cc1,1,2,8,3,-1.1,0,-1,-12
-5,2,COc1ccc([N+](=O)[O-])cc1-n1cnnn1,5,1,6,-7,0.0,-6,0,7
-1,1,COc1ccc(OC)c(CCNC(=O)C(=O)Nc2ccc3nc4n(c(=O)c3c2)CCCCC4)c1,-2,-8,2,-11,0.1,-7,4,-1
-9,-1,O=[N+]([O-])c1ccc(Cl)c(S(=O)(=O)Nc2ccc(S(=O)(=O)N3CCOCC3)cc2)c1,-1,-5,0,3,-0.3,4,6,0
3,-1,CS(=O)(=O)N1CCN(CC(=O)NC2CCCC2)CC1,-5,-6,2,-16,0.2,7,5,-3
-5,4,CN(CC(=O)N1CCN(Cc2ccccc2)CC1)S(=O)(=O)c1cccc2nsnc12,-3,-4,7,-8,0.1,0,-1,-3
·,0,CCOC(=O)c1cccc(-c2cc(C(C)=O)c3n(c2=O)CCC3)c1,-1,5,1,9,-0.6,0,0,2
-7,2,CCCNC(=O)C1(C)CCN(C(=O)c2sccc2C)C1 (stereo not given),1,4,7,1,-0.6,-4,-2,7
7,-1,CCCCOCCCNC(=O)c1c(-c2ccccc2)noc1C,2,-8,0,-1,-0.1,-1,-2,1
-4,0,COC(=O)c1ccccc1OC(=O)c1cc[n+]([O-])cc1,3,-3,1,-6,0.0,-4,-2,-1
0,-1,CCN(c1cccc(C)c1)S(=O)(=O)c1ccc(-c2ccc(=O)[nH]n2)o1,1,-4,-2,1,0.3,2,0,-1
-2,1,O=C(NCCNCc1ccccn1)c1ccco1,-1,-5,2,-13,0.5,-8,0,-1
-2,-2,O=C(CSc1nc2sc3c(c2c(=O)[nH]1)CCC3)NCCO,4,-6,1,12,-0.5,2,3,-6
5,0,Cc1cc(NC(=O)Nc2ccccc2[N+](=O)[O-])no1,0,6,1,-8,0.4,-1,2,2
10,1,Cc1nc(N/C(N)=N/S(=O)(=O)c2ccc([N+](=O)[O-])cc2)nc2ccccc12,-3,0,-2,9,0.3,3,2,3
-5,1,O=C(OCC(=O)c1c[nH]c2ccccc12)c1cccc([N+](=O)[O-])c1,1,-3,-2,-5,-0.3,21*,2,-5
6,8,CCC1CCCCN1C(=S)NC1CCCCC1 (stereo not given),0,-3,-1,-1,0.5,8,-5,-1
-5,-1,CC(C)CCC(C)NC(=O)Cc1ccc(S(=O)(=O)N2CCOCC2)s1 (stereo not given),4,7,3,-5,-0.1,-4,-2,7
3,3,O=C(CNC(=O)C1CCCCC1)NNC(=O)c1ccccc1Br,6,3,3,-3,0.2,9,1,5
9,3,CN(C)c1nc(N)nc(N(c2ccccc2)c2ccccc2)n1,3,0,-1,6,-0.1,7,12,-5
-12,-1,COc1ccc(-c2cc(C(F)(F)F)n3nc(C(=O)NCCN4CCOCC4)cc3n2)cc1,0,2,0,-5,-11,-1,-10,6
7,6,CN1C(=O)C(CC(=O)Nc2ccccc2F)N(NC(=O)c2ccc(Br)cc2)C1=S (stereo not given),0,-4,-2,-1,0.7,-3,-1,-5
-6,3,COC(=O)[C@]12CCCCC=C1N(CCc1ccc(OC)c(OC)c1)C(=O)[C@H](CC(=O)NCc1cccc(C(F)(F)F)c1)C2,-5,3,3,-15,1.0,3,-1,0
-9,-8,COc1ccc(C2=CSC3=NCCN23)cc1Br,13,4,5,-11,0.3,0,-1,-2
·,-7,Oc1ccc(CNc2ccccc2Cl)c2cccnc12,56*,-10,-4,-10,·,5,-2,-11
-3,2,O=C(NCc1cccc(Cl)c1)c1ccc(CS(=O)Cc2ccccc2Cl)o1 (stereo not given),1,-2,1,13,-0.3,-4,-3,-3
6,-1,COc1ccccc1N1CCN(C(=O)C(C)N(c2ccccc2)S(C)(=O)=O)CC1 (stereo not given),0,5,1,3,1.0,1,2,2
0,-1,CCOc1cccc(OCCn2cnc3ccccc3c2=O)c1,-1,1,-3,8,-0.6,-6,-3,2
